High-throughput results from PubChem.
TNAP inh no acc: blocks human TNAP activity with no phosphate acceptor present | P05186 | purified TNAP, CDP-star luminescence, 30 min | inhibition, % at 20 µM | 200,000 compounds, 0.26% hits | AID 1012;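 active = tissue-nonspecific alkaline phosphatase inhibition above about 50% at 20 µM in the single-dose screen, limit read from the data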;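 note: 0% = DMSO negative control and 100% = EDTA positive control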
Target sequence (P05186 whole entry, looked up): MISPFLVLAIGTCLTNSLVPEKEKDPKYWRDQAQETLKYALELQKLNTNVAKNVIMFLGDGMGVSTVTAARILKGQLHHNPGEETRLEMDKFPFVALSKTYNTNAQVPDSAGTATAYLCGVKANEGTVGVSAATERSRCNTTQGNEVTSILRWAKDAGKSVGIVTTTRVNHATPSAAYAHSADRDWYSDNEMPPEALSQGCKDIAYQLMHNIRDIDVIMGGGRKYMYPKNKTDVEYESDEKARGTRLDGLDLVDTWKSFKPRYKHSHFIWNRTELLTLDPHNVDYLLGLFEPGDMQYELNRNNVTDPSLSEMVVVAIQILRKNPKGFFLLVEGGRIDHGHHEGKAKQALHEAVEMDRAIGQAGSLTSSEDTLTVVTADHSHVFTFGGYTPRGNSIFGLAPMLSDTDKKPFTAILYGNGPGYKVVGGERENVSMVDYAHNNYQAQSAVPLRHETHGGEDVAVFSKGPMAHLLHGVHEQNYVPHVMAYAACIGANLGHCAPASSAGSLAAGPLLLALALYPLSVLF
Lmaj promast: inhibitors of Leishmania major promastigote growth; inhibition, % at 10 µM; 200,000 compounds, 9% hits; AID 1063; Leishmania major promastigotes, resazurin fluorescence viability; in the data active = inhibition above about 50%;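 note: promastigotes grown with compound for 44 hours at 28 °C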
TNAP inh hiacc: blocks human TNAP under high phosphate acceptor concentration; 200,000 compounds, 0.03% hits; purified TNAP, CDP-star luminescence, 1 M DEA; AID 1135; inhibition, % at 20 µM;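 active = over 50% inhibition of tissue-nonspecific alkaline phosphatase at 20 µM in the single-dose screen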;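 note: plate controls were DMSO wells for no effect and EDTA-quenched wells as full inhibition for full effect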
PMI activator: activators of human phosphomannose isomerase; P34949; purified human PMI, coupled resazurin fluorescence, 20 min; stronger effect = higher value; 1 = vehicle control, 0 substrate-free wells; activation factor at 20 µM; 190,000 compounds, 0.005% hits;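 active = activation factor of 2 or more at 20 µM, relative to plate controls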
Target sequence (P34949 whole entry, looked up): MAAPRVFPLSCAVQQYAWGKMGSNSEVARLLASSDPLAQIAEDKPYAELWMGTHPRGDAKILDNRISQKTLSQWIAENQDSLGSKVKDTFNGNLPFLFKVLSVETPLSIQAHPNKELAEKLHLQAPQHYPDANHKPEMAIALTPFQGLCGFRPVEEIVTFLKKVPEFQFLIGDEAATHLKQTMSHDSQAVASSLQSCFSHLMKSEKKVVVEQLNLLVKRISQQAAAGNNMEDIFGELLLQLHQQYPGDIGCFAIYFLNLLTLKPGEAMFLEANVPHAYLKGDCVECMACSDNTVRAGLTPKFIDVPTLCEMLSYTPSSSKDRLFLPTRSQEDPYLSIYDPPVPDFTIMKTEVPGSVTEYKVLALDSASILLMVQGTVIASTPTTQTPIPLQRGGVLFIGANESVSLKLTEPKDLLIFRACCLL
RAM network inh: inhibitors of the yeast RAM network. 190,000 compounds, 1.8% hits. S. cerevisiae dse1pr::URA3 reporter, 5-FOA growth OD615, 2 d; analog-sensitive cbk1-as2 kinase mutant strain. inhibition, % at 50 µM;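 active = inhibition above a set limit, 3 SD over mean compound inhibition, cut at about 8.4% in these data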;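 note: 0% = DMSO-only wells with no growth and 100% = 10 µM 1-NA-PP1 full growth; inhibition rescues growth on 5-FOA so higher OD means more RAM inhibition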
Hsp70 activator: switches on Hsp70 transcription; activation, % at 10 µM; HeLa Hsp70 promoter luciferase reporter, luminescence; scaled: vehicle 0, proteasome-inhibitor control 100%; 200,000 compounds, 0.04% hits;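 active = activation above the mean across all tested compounds plus 3 SD, cutoff set per campaign, cut at about 5.5% in these data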;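 note: 100% = MG132 at 30 µM as the positive control and 0% = DMSO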
PMI act hi M6P: PMI (human) activation, high substrate; AID 1216; activation factor at 20 µM; 190,000 compounds, 0.34% hits; P34949; coupled PMI enzyme assay, resazurin fluorescence, 20 min; stronger effect = higher value; 1 = untreated enzyme, 0 = substrate-free blank;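 active = activation factor of 2 or more at 20 µM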
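Material: human phosphomannose isomerase with PGI, G6PDH, diaphorase coupling enzymes / Reagent: Man-6-P substrate 1.0 mM / Dosing: single compound dose of 20 µM, 1% DMSO final / Incubation: enzyme reaction with compound 20 min at room temperature / Signal: resorufin fluorescence (Ex 544/Em 590 nm) from resazurin via diaphorase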
DTT redox prof: compounds producing H2O2 with reducing agent – biochemical, NIH compound library profiling, artefact control for MLSCN library redox annotation, primary screen. DTT-dependent redox cycling H2O2, phenol red/HRP absorbance; 100% = 100 µM peroxide control, 0% = buffer. activation, % at 10 µM. 200,000 compounds, 0.03% hits. AID 878;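 active = activation of at least 50% relative to the plate's high and low controls in the primary single-dose screen; inactive = activation below 50%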;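 note: compound incubated with DTT at 0.8 mM final as the reducing agent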
S1P3 antagonist: S1P3 (human) receptor antagonism; inhibition, % at 4.98 µM; Q99500; 170,000 compounds, 0.27% hits; CHO S1P3 NFAT-BLA reporter, FRET fluorescence, antagonist mode;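 active = inhibition above the plate cutoff, the mean inhibition of test wells on that plate plus 3 SD, cut at about 28% in these data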;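 note: cells challenged with S1P at its EC80 of 0.8 µM; blue over green emission ratio from cleaved BLA substrate after 4 h stimulation; 0% = S1P-stimulated wells and 100% = unstimulated DMSO-only wells; some compounds past the cut are filed as inactive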
Efa HMGR inh: E. faecalis class II HMG-CoA reductase inhibition. 190,000 compounds, 0.41% hits. purified E. faecalis HMGR, NADPH absorbance 340 nm kinetic. AID 1066. inhibition, % at 10 µM;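 active = inhibition above a set limit, the median over all tested compounds plus 3 SD, cut at about 9.5% in these data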;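 note: enzyme runs in reverse so mevalonate oxidation gives rising NADPH absorbance; 0% = complete reaction with DMSO and 100% = background rate lacking mevalonate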
* hit, by the source's call; . = no result given.

SMILES	TNAP inh no acc	Lmaj promast	TNAP inh hiacc	PMI activator	RAM network inh	Hsp70 activator	PMI act hi M6P	DTT redox prof	S1P3 antagonist	Efa HMGR inh
O=C(NC(N1CCOCC1)C(Cl)(Cl)Cl)c1ccc(Br)cc1 (stereo unspecified)	-9	1	2	1	1.7	-0.2	1	-0.3	-10	-2
O=C(NCCN1CCOCC1)C1CCC(=O)N1Cc1ccccc1Cl (stereo unspecified)	-16	-6	-4	0.9	-0.6	-0.1	0.8	1.8	-24	2
Nc1c(-c2cccc(Cl)c2)cnn1-c1cccc(C(F)(F)F)c1	-1	-9	2	0.8	3.6	-0.3	0.8	-4.7	.	5
c1ccc(-c2nnc(-c3c[nH]c4ccccc34)nc2-c2ccccc2)cc1	-1	38	-2	0.8	7.7	-0.2	0.9	0.2	.	-5
O=c1cnnc(Nc2cccc(F)c2)[nH]1	-4	12	1	1.1	2.8	-0.4	1.1	-0.8	10	-10
Oc1ccc(/C=N/n2c3ccccc3c3ccccc32)cc1	-4	2	-3	0.8	1.4	-0.2	0.8	0.1	.	-4
CCCCCCCCc1nc(=S)[nH][nH]1	-117	-2	0	0.9	-1.4	-0.4	1	0.8	.	-9
Cc1c(/C(O)=C2\C(=O)C(=O)N(CCN(C)C)C2c2ccco2)cnn1-c1ccccc1 (stereo unspecified)	-13	-5	-3	1.1	-0.2	-0.1	1.1	0.0	.	2
O=C(NNC(=O)c1cccc(S(=O)(=O)N2CCc3ccccc32)c1)c1ccccc1	-54	0	-3	1.1	-0.1	-0.1	1.1	0.5	-3	-7
c1ccc(-c2cc(N3CCOCC3)nc3ccccc23)cc1	-10	22	-4	0.8	0.1	-0.3	1	1.1	.	4
Cc1cc(/C=C2/SC(=O)NC2=O)c(C)n1-c1ccc(N2CCOCC2)cc1	7	57*	0	1	2.3	-0.1	1	-0.5	1	-3
CC(=O)Oc1ccc([N+](=O)[O-])cc1N1C(=O)c2ccccc2C1=O	8	12	16	1.1	3.0	-0.3	0.9	-0.4	-5	-2
Cc1cccc(CCNC(=O)CC2C(=O)NCCN2Cc2ccc(F)c(F)c2)n1 (stereo unspecified)	-11	-12	-6	1	0.1	-0.3	0.9	-1.4	1	-3
O=C(Oc1ccc2ccc(OC(=O)N3CCOCC3)cc2c1)N1CCOCC1	-9	-3	0	1	1.7	-0.2	1	2.4	14	0
O=C(c1ccccc1C(=O)N(c1ccccc1)c1ccccc1)N1CCCCC1	-4	1	-2	1	1.2	0.0	0.9	-0.8	-8	-6
CCC(C)(C)NC(=O)C(c1ccc(C)cc1)N(Cc1ccco1)C(=O)CCC(=O)Nc1nccs1 (stereo unspecified)	-1	2	-2	1	4.6	0.1	1	-1.4	.	-2
Cc1[nH]c(=O)[nH]c(=O)c1S(=O)(=O)N(C)Cc1ccccc1	-14	-2	-3	1.1	3.4	-0.6	1.1	-2.8	6	5
COC(=O)c1ccc(C(=O)NC(=S)Nc2nc3c(s2)CC(C)CC3)cc1 (stereo unspecified)	20	-8	-1	0.9	4.1	-0.1	1	0.2	5	-6
CC(=O)c1c(C)[nH]c(C(=O)NCCc2ccccc2)c1C	-13	-5	-3	1	0.3	0.2	1	1.3	-17	-7
Fc1ccc(Cn2nnnc2CN2CCc3ccccc3C2)cc1	-6	-3	0	1	0.5	-0.5	1.1	-0.2	1	-1
Cc1ccc(C(=O)Nc2cccnc2)cc1S(=O)(=O)N1CCCCC1	-11	4	0	1	0.8	-0.2	1	-0.6	-18	-1
CN1/C(=C\C(=O)COC(=O)c2ccc(O)c(O)c2)C(C)(C)c2ccccc21	24	8	8	1	0.7	-0.2	1.2	-0.5	0	3
O=C(O)CCCC(=O)Nc1nc(-c2ccc(F)cc2)cs1	-7	-3	-1	1	3.1	-0.2	1	2.2	10	-1
O=C(COC(=O)Cc1ccccc1F)Nc1ccc(F)cc1F	-12	-1	-5	0.9	0.2	-0.2	1	-0.1	-6	-3
O=C(Nc1ccccc1Cl)c1ccc2nsnc2c1	-4	-4	-1	1	0.5	0.2	1	0.7	0	-10
Cc1ccc(CNC(=O)c2oc3ccc(S(=O)(=O)N4CCC5(CC4)OCCO5)cc3c2C)cc1	-16	21	-4	0.8	5.1	-0.3	0.7	-2.6	.	-4
COc1ccc(NC(=O)c2ccc(-c3ccc([N+](=O)[O-])cc3)o2)cc1	-5	0	1	1	3.0	0.2	0.8	-1.1	-17	0
O=C1CSC2=NCN(c3ccc4c(c3)OCO4)CN12	-5	14	-2	0.8	1.2	-0.3	0.9	1.8	4	-1
O=C(NCc1ccco1)/C(=C\c1cccs1)NC(=O)c1cccs1	-15	-1	-3	1.1	0.8	-0.2	1.1	0.1	-11	0
O=C(Nc1ccc2c(c1)CCC2)c1c(F)cccc1Cl	-11	1	-6	1	3.0	0.7	0.9	-2.0	17	-4
CCOP(=O)(c1ccccc1)c1nc(-c2ccc(F)cc2)oc1N1CCCCC1 (stereo unspecified)	-5	34	-2	0.9	-0.1	0.0	0.9	-0.8	.	3
COCCn1c(N)c(C(=O)NS(=O)(=O)c2ccc(C)cc2)c(=O)[nH]c1=O	-12	-3	-5	1.1	3.7	0.5	1.1	-1.9	1	-6
Cc1cccc(NC(=O)c2c(C)cc(=O)oc2C)n1	-8	-5	-3	0.9	-1.0	-0.6	0.9	-0.9	.	-1
Cc1nnc(Sc2cc(NCCO)c([N+](=O)[O-])c3nonc23)s1	-2	-6	7	1	0.4	-0.3	0.8	0.6	-1	-3
CCOC(=O)c1c(C)nc(C)c(C(=O)OCC)c1-c1cccc(N)c1	-7	25	-3	0.9	1.0	-0.1	0.9	-0.2	0	-5
CC(=O)Nc1ccc(Oc2cnc3ccccc3n2)cc1	-8	-5	-5	1	2.4	-0.3	1	-4.8	.	-4
COC(=O)c1c(NC(=O)CN2CCC3(O)CCCCC3C2c2cc(OC)ccc2OC)sc(C)c1C (stereo unspecified)	-2	44	-4	0.8	0.7	-0.5	0.9	-0.5	-28	0
O=C1CN(C(=O)COC(=O)CCSc2ccccc2Cl)c2ccccc2N1	-16	-5	-5	0.9	-0.1	-0.1	0.9	0.2	.	-3
CCC(C)NC(=O)/C=C/c1ccc(S(=O)(=O)NCc2ccco2)cc1 (stereo unspecified)	-6	9	-1	0.9	4.0	-0.3	0.9	-0.7	-8	-6
COc1ccc(NC(=O)C2CCCN(S(=O)(=O)c3cnc[nH]3)C2)cc1 (stereo unspecified)	-6	-6	0	0.9	-0.9	0.0	0.9	-0.9	-17	-5
Cc1ccc(C(=O)NNC(=O)c2cccs2)cc1	-6	6	-5	1	-0.1	0.1	1	-0.4	-11	-2
CNC(=O)NC(=O)C(OC(=O)c1cccc(S(=O)(=O)N2CCCCC2)c1)c1ccccc1 (stereo unspecified)	-4	63*	1	0.8	1.3	0.3	0.9	-0.9	0	-5
CCOc1ccc(NCC(=O)Nc2ccc(C)cc2C)cc1	-9	14	-4	0.8	4.8	-0.2	0.9	0.0	5	-6
CN(C)S(=O)(=O)N1CCN(S(=O)(=O)c2ccc3ccccc3c2)CC1	11	-4	-3	1.1	1.0	-0.5	1.1	0.1	.	4
Cc1nn(C)c(C)c1NS(=O)(=O)c1ccccc1	-4	-2	-5	1.1	1.7	-0.4	1.1	2.0	-72	1
O=c1cc(CN2CCN(c3ccc(O)cc3)CC2)nc2scc(-c3ccccc3)n12	3	-1	-4	0.9	0.0	-0.1	0.5	-0.5	-4	5
CCCc1cc(=O)[nH]c(SCC(=O)Nc2sc3c(c2C#N)CCC(C)C3)n1 (stereo unspecified)	-11	-2	-2	1	4.6	0.3	0.9	-1.4	-17	-6
O=C(Nc1ccnc(-c2cccnc2)n1)c1ccccc1Cl	-8	3	-3	0.9	0.8	0.0	0.9	-3.2	.	-3
O=CN1CCN(C(C(=O)NC2CCCC2)c2ccc(Cl)cc2)CC1 (stereo unspecified)	-4	-2	-2	1	-0.2	0.0	0.9	-0.8	.	-1
Cc1ccc(SCCc2cc[n+](CC(=O)c3ccccc3)cc2)cc1	21	28	2	1	2.2	-0.3	1	-0.9	2	-2
Other results follow:
SMILES	TNAP inh no acc	Lmaj promast	TNAP inh hiacc	PMI activator	RAM network inh	Hsp70 activator	PMI act hi M6P	DTT redox prof	S1P3 antagonist	Efa HMGR inh
C/C(=N\NC(=O)c1cccc(N2CCCC2=O)c1)c1ccc(N)cc1	-14	-3	0	1.1	0.7	0.5	1	0.0	7	3
O=c1[nH]c2ccc(NS(=O)(=O)c3ccc([N+](=O)[O-])cc3)cc2[nH]1	3	-8	0	1	1.4	-0.3	0.9	-0.2	-6	2
CC(C)Cn1c(=O)[nH]c2ccccc21	-10	4	-4	1	1.4	-0.2	1	0.1	.	-3
CCC(=O)Nc1cccc(NC(=O)CSc2nnc(C3CC3)n2C)c1	-16	-2	-3	0.9	0.5	-0.1	0.9	2.0	-8	-3
Cc1cc(Oc2ccc(=O)n(C)n2)nc(SCc2ccccc2)n1	-8	-5	0	1	0.5	-0.3	1	-0.5	-22	-3
COCCNc1nc(N)c([N+](=O)[O-])c(NCC2CCCO2)n1 (stereo unspecified)	-9	35	-4	1	1.5	-0.5	1.1	0.1	-7	-3
Cc1cc(-c2ccccc2)nc(N(C)C)c1S(C)(=O)=O	-8	2	-4	1	0.4	-0.4	1	-0.1	-17	4
Cc1[nH]n(-c2ccccc2)c(=O)c1/C=N/NC(=O)c1ccoc1C	5	97*	-2	0.7	5.7	-0.1	1	0.4	4	-1
Cc1cc(C(=O)Nc2ccc(N3CCCC3)c(Cl)c2)ccc1[N+](=O)[O-]	-12	6	3	0.7	1.6	-0.2	0.9	-0.2	5	-6
C/C(=N\NC(=O)c1sccc1-n1cccc1)c1cccs1	-10	6	-3	1	1.7	0.0	1	0.0	15	-2
Cc1ccc(/C(N)=N/OC(=O)Cc2cccs2)cc1	-9	-8	-3	0.9	-0.4	0.3	0.9	1.1	.	-2
Cc1cc(NC(=O)c2cc(-c3ccccn3)nc3ccccc23)no1	-11	-1	-7	1	-0.7	-0.3	1	0.3	1	-8
O=c1[nH]c2c(s1)C(c1ccco1)C1C3CCC(C3)C1S2 (stereo unspecified)	-10	1	2	0.8	-0.7	-0.1	0.8	0.7	.	0
COC(=O)c1c(NC(=O)Cc2cccs2)sc(C)c1C	-9	15	-3	0.8	1.2	0.1	0.8	0.6	-3	-5

3 of the compounds above, bar-delimited.
Molecule | TNAP inh no acc | Lmaj promast | TNAP inh hiacc | PMI activator | RAM network inh | Hsp70 activator | PMI act hi M6P | DTT redox prof | S1P3 antagonist | Efa HMGR inh
CCCc1cc(=O)[nH]c(SCC(=O)Nc2sc3c(c2C#N)CCC(C)C3)n1 (stereo unspecified) | -11 | -2 | -2 | 1 | 4.6 | 0.3 | 0.9 | -1.4 | -17 | -6
O=C(Nc1ccnc(-c2cccnc2)n1)c1ccccc1Cl | -8 | 3 | -3 | 0.9 | 0.8 | 0.0 | 0.9 | -3.2 | . | -3
O=CN1CCN(C(C(=O)NC2CCCC2)c2ccc(Cl)cc2)CC1 (stereo unspecified) | -4 | -2 | -2 | 1 | -0.2 | 0.0 | 0.9 | -0.8 | . | -1
